Compound activity (PubChem)
ALOX12 inh: Primary qHTS assay for inhibitors of human arachidonate 12S-lipoxygenase (ALOX12): Round 2; Polyunsaturated fatty acid lipoxygenase ALOX12 (Homo sapiens), P18054; purified 12hLO, xylenol orange hydroperoxide absorbance; Potency, µM (series often up to 108 µM), for inactives: at the top dose activity change, negative = inhibition, usual class: inhibitors; hit rate 1.1% among 580,000; AID 1671190, 2021; active means well fitted inhibition curve with a large enough effect; inconclusive means small, poorly fitted or top-dose-only effect, or another doubt; inactive means no such curve, though single readings can be large or run the other way
Target sequence (P18054 whole entry, looked up): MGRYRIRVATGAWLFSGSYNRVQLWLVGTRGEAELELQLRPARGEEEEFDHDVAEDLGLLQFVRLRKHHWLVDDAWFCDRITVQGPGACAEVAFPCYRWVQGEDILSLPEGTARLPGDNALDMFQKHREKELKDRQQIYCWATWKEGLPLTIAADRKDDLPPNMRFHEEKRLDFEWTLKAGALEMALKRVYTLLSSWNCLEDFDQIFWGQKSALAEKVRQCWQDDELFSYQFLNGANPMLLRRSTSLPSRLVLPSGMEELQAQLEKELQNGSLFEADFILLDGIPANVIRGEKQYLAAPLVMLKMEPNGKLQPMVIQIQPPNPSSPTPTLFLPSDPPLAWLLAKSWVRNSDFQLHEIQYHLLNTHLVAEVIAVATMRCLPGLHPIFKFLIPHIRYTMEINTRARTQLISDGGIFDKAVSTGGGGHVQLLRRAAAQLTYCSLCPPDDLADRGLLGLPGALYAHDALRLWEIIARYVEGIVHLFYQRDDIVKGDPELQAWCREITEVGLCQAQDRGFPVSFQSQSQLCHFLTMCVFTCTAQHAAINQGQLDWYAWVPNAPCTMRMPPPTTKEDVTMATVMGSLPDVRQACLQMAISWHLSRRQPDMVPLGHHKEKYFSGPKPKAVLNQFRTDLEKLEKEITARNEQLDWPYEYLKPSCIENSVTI
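Purified human 12hLO (150 nM final) in 25 mM Hepes, 0.01% Triton X-100, pH 7.0 was preincubated 15 min at room temperature with compound. Then 40 uM arachidonic acid was added, 30 min. Hydroperoxide was read by Fe-XO absorbance ratio 573/405 nm.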
* marks the source's active call; other numbers are inactive results; ? = inconclusive; [ ] = remark or other dose. On the % scale 0 is the no-effect control and ±100 the full control effect; potency means the concentration at half of the fitted maximal effect. Not all compounds are listed; rates above refer to the full screens.

ALOX12 inh	Molecule
48.0%[activator]	C[C@H](O)C(=O)N1CCc2ccc(S(=O)(=O)NCCOc3ccccc3)cc2C1
54.0%[activator]	O=C(CN1CC2CC(C1)[C@H]1CCCC(=O)N1C2)NCCCc1ccccc1 (stereo partly drawn)
-2.9%	COC(=O)[C@H](NC(=O)[C@@H]1C[C@H](NC(=O)Nc2ccc(OC)cc2)CN1C(=O)c1cccn1C)C(C)C
10.2%	COc1ccc(OCC(=O)Nc2ccc(-c3nc4ccccc4o3)cc2)cc1
?	Cc1c2c(nc3ccccc13)CCc1ccccc1-2
-0.8%	CCCC(NC(=O)Cn1nnn(-c2ccccc2)c1=O)c1ccccc1 (stereo not drawn)
-16.2%	Cc1csc(SCc2cc(Cl)c3c(c2)OCCO3)n1
22.4%	Cn1cc(C(=O)NC2CCN(Cc3nnc(C(C)(C)C)o3)CC2)cn1
?	O=S1(=O)N[C@@H](Cc2ccccc2)COc2cccc(NCCO)c21
?	CCC1(CO)CCCN(Cc2ccc3c4c(cccc24)C(=O)OC3)C1 (stereo not drawn)
19.1%[6.33 µM]	COc1ccc(CC(=O)N2Cc3ccccc3CC23CCCN(C(=O)CCN)C3)cc1 (stereo not drawn)
-3.9%	Cc1nc2c3cccnc3nn2c(C)c1CCC(=O)NCc1ccc(Cl)cc1

The last three records of the part above are carried over, then new ones follow:
ALOX12 inh	Molecule
?	CCC1(CO)CCCN(Cc2ccc3c4c(cccc24)C(=O)OC3)C1 (stereo not drawn)
19.1%[6.33 µM]	COc1ccc(CC(=O)N2Cc3ccccc3CC23CCCN(C(=O)CCN)C3)cc1 (stereo not drawn)
-3.9%	Cc1nc2c3cccnc3nn2c(C)c1CCC(=O)NCc1ccc(Cl)cc1
25.8%	CNC(=O)C1CCN(CCc2ccncc2)CC1
13.8%[176 µM]	Cc1noc(C)c1-c1cc2c(cc(C)n2C)c(NCCN(C)C)n1
22.4µM*	COc1cc(CC(=O)Nc2cc(S(=O)(=O)N3CCCCC3)ccc2C)cc(OC)c1OC
-0.4%	O=C(Nc1ccc(F)cc1)C1Sc2nnc(-c3ccccc3)n2NC12CCCCC2 (stereo not drawn)
-3.5%	C[C@H]1CN([C@@H](C)CO)C(=O)CCCn2cc(nn2)CO[C@@H]1CN(C)S(=O)(=O)c1cn(C)cn1
?	CCCN1C(C(C)=O)=C(OC(=O)c2ccccc2)c2ccccc2S1(=O)=O
?	COc1ccc2[nH]c3c(c2c1)CCNC31CCN(C(=O)c2ccc(OC)nc2OC)CC1
17.6%[176 µM]	Cc1cc2cc(-c3c(C)noc3C)nc(Nc3ccn(C)n3)c2o1
-6.7%	COCCN1C(=O)c2ccccc2C(C(=O)N2CCC(C)CC2)C12CCCC2 (stereo not drawn)
48.2%[activator]	COC1C(=O)N(C2CCN(C(=O)c3sc(C)nc3C)CC2)C12CCOCC2 (stereo not drawn)
-1.4%	O=C(CC1(O)C(=O)N(CN2CCOCC2)c2ccccc21)c1ccc2ccccc2c1 (stereo not drawn)
5.1%	N#CCCN1CCN(c2ccc(NC(=O)c3ccc(F)cc3)c(C(=O)O)c2)CC1

Some of these compounds in order of SMILES length, descending.
ALOX12 inh	Molecule
-3.5%	C[C@H]1CN([C@@H](C)CO)C(=O)CCCn2cc(nn2)CO[C@@H]1CN(C)S(=O)(=O)c1cn(C)cn1
?	COc1ccc2[nH]c3c(c2c1)CCNC31CCN(C(=O)c2ccc(OC)nc2OC)CC1
22.4µM*	COc1cc(CC(=O)Nc2cc(S(=O)(=O)N3CCCCC3)ccc2C)cc(OC)c1OC
5.1%	N#CCCN1CCN(c2ccc(NC(=O)c3ccc(F)cc3)c(C(=O)O)c2)CC1
17.6%[176 µM]	Cc1cc2cc(-c3c(C)noc3C)nc(Nc3ccn(C)n3)c2o1

The results go on.
ALOX12 inh	Molecule
?	CCNC(=S)N/N=C(/C)C1CCCCC1
?	O=C(OCC(=O)N1CCC(c2ccccc2)=N1)c1cc2c(s1)CCCC2
40.5%[activator]	CCOc1ccc2c(c1)cc(C(=O)Nc1ccc(F)cc1F)n2C
0.3%	Cc1ccccc1CN1CCn2nnc(-c3nc(-c4ccsc4)no3)c2C1=O
?	CCCc1c(C)[nH]c2c(Br)cccc2c1=O
12.4%	COc1ccc(CNC(=O)c2csc(NC3CC3)n2)cc1
?	O=C1c2cnc(-c3cccc(CO)c3)nc2OCCN1c1ccccc1
9.1%[176 µM]	COCC(=O)N1CCN2C(=O)N(C)C[C@H]2C1
10.8%[176 µM]	O[C@@H]1CCN(Cc2nc(C3(O)CCN(C4CCOCC4)CC3)cs2)C1
?	COc1ccc2cc(CN(C)C(=O)C3CCN(S(=O)(=O)c4cc(F)ccc4F)CC3)ccc2c1
19.9%	CC1(CNC(=O)NC2CCCC2)CCOCC1
-0.2%	COc1cccc2c(Nc3ccccc3O)cc(C)nc12

More results
ALOX12 inh	Molecule
29.8%	CC(C)CN1C(=O)c2ccccc2C(C(=O)Nc2ccccn2)C12CCCC2 (stereo not drawn)
9.9%	COC[C@H]1CCCN1[C@@H]1[C@H](O)[C@H](CO)O[C@@H]1CNC(=O)Nc1cccc(Cl)c1
14.8%	Cc1noc(C)c1S(=O)(=O)N1CC(c2nnc(-c3ccncc3)o2)C2(CCOCC2)C1 (stereo not drawn)
9.4%[6.33 µM]	CC(C)CCN1CCC2(CC1)C(=NC1CCCCC1)NC(=O)N2c1cc(F)cc(F)c1
26.1%	O=C(NCc1ccccc1)N1CC(c2nc(CCOCC3CCCC3)no2)C1
-30.7%[57.4 µM]	CC(C)C(C)C=CC(C)C1CCC2C3=CC=C4CC(O)CCC4(C)C3CCC21C (stereo not drawn)
30.5%[activator][176 µM]	COc1cc(OC)cc(OCc2nnc(C(=O)N3CCC[C@@H]3C)n2-c2ccccc2)c1
-0.1%[176 µM]	O=c1cc(-c2cccnc2)oc2c(-c3cccc(F)c3)nccc12
24.2%	Cc1cc(C)cc(Nc2ccc([N+](=O)[O-])cn2)c1
25.5%	COCC1CN(C(C)=O)CC12CCN(Cc1ccccc1C)CC2 (stereo not drawn)
10.3%	CN(C)[C@H]1CCN(Cc2cccc(C(=O)O)c2)C[C@H]1CCC(=O)O
1.6%	Cc1oc2c(c1C(=O)NCc1ccc3c(c1)OCO3)CN(Cc1ccc(F)cc1)CC2

Among those listed so far, 2 contain a thiophene ring, fused or not.
ALOX12 inh	Molecule
?	O=C(OCC(=O)N1CCC(c2ccccc2)=N1)c1cc2c(s1)CCCC2
0.3%	Cc1ccccc1CN1CCn2nnc(-c3nc(-c4ccsc4)no3)c2C1=O

(further entries)
ALOX12 inh	Molecule
?	CC1=C[C@@H](CNS(=O)(=O)c2cccs2)[C@H](C(C)C)C[C@H]1CC(=O)NCc1ccc(C#N)cc1
19.6%[176 µM]	COc1ccc(-c2cnc([C@@H]3COCCN3Cc3cn(C)c4ccccc34)[nH]2)cc1
?	COc1cc2c(cc1OC)CN(C(=O)CCc1ncc(-c3ccc(Cl)cc3)o1)CC2
0.1%	COc1cccc(CNC(=O)[C@H]2CCCN2C(=O)[C@H]2CCCN2C(=O)c2cccc(OC)c2)c1
?	C[C@@H]1O[C@@H](OC2C(O)C(OCCc3ccc(O)c(O)c3)OC(CO)C2OC(=O)/C=C/c2ccc(O)c(O)c2)[C@H](O)[C@H](O)[C@H]1O (stereo partly drawn)
?	CN1CC(=O)N(C2CCNCC2)Cc2c(NC3CCC3)ncnc21
-4.5%	Cc1ccc2[nH]c(C(=O)NCCc3ccccc3)cc2c1
14.1%	O=C(N[C@H](c1cccc(Br)c1)[C@@H]1CCCC=C1c1ccccc1)C(F)(F)F
-0.5%	C[S+](=O)([O-])N1CCC(Cn2ccc3c(N4CCOCC4)nc(-c4ccc(CO)cc4)cc32)CC1
-27.5%	COc1cc(OC)c(NC(=O)CSCc2cc(=O)n3cccc(C)c3n2)cc1Cl
8.0%	CC(C)CCC(C)NC(=O)c1nccnc1N (stereo not drawn)
21.8%	CCCN1CCN(C(=O)Cn2c(C)ccc(NC(=O)Nc3ccccc3)c2=O)CC1

The list goes on.
ALOX12 inh	Molecule
-7.8%	CC(=O)c1ccc(NC(=O)Cc2c(C)c3ccc(O)cc3oc2=O)cc1
49.6%	Cc1[nH]nc2c1C(c1ccccc1)C(C#N)=C(N)O2 (stereo not drawn)
12.1%	COc1ccccc1CNC(=O)c1sc(NC2CC2)nc1C
?	O=C(O)c1ccc2nc(CCl)[nH]c2c1
25.6%[176 µM]	O=C(c1cccnc1)N1CC(COc2ccccc2)C2(C1)CN(c1ccccc1)C2 (stereo not drawn)
?	O=C(NC1CCN(S(=O)(=O)c2cccc(F)c2)CC1)C1CCCCC1
-5.1%	CC1(C(=O)Nc2ccc3c(c2)OCCO3)CN(S(C)(=O)=O)CC(=O)N1Cc1cccc(F)c1 (stereo not drawn)
-0.2%[6.33 µM]	O=C1NC(=NC2CCCCC2)C2(CCN(Cc3ccsc3)C2)N1c1cc(F)cc(F)c1 (stereo not drawn)
-0.3%	CC(C)NC(=O)N(C1CCOCC1)C1CN(S(=O)(=O)c2cn(C)cn2)C1
7.7%	CCc1ccc(-c2cc(C(=O)Nc3nccs3)c3ccccc3n2)cc1
6.0%[6.33 µM]	O=C(C1CCCCC1)N1CCC2(CC1)NCc1ccccc1NC2=O
-2.1%	CCOC(=O)[C@@H]1CSCCS(=O)(=O)N1C(=O)[C@H](CCSC)NC(=O)OC(C)(C)C

Following part:
ALOX12 inh	Molecule
?	COCCn1ncc(N2CCC(C(=O)Nc3ccc(F)cc3F)C2)cc1=O (stereo not drawn)
-25.4%	COCC(C)n1c(COc2ccccc2F)nnc1SCc1ccc(C(C)(C)C)cc1 (stereo not drawn)
-13.5%	Nc1[nH]c(C(=O)c2ccc(Br)cc2)c(-c2ccc(Br)cc2)c1C(=O)NCc1cccc2ccccc12
-7.1%	Cn1nc(NC(=O)Cc2c[nH]c(=O)[nH]c2=O)c2c(N3CCOCC3)cccc21
-3.2%	O=C(O)c1ccccc1-n1ncc2c1/C(=C/c1ccc(Cl)cc1)CC2
64.9%[activator]	CCNC(=O)[C@@H]1C[C@H](N)CN1C(=O)CCn1c(=O)oc2ccc(C)cc21
?	CNC(=O)C1(N2CCC[C@H]2C(=O)N2CCC(C)CC2)CCCCC1
?	O=C(COc1ccccc1)N1CCCC(c2nc(C3CCOCC3)no2)C1 (stereo not drawn)
7.4%	C(=C\c1nc2ccccc2s1)/c1csc(-c2ccccc2)n1
9.2%	COc1cccc(CN2C(=O)OC3(CCN(Cc4ccccc4OC)CC3)C2(C)c2cccnc2)c1 (stereo not drawn)
5.1%[176 µM]	CC1=C[C@@H](CNC(=O)CCCC(=O)O)[C@H](C(C)C)C[C@H]1Cc1nc2ccccc2[nH]1
17.6%	CCO[C@H]1CN(C(=O)Cn2ncc3ccccc3c2=O)C[C@@H]1O

(cont.)
ALOX12 inh	Molecule
54.3%[activator]	CN(CCO)c1nc2c(c(=O)n(Cc3ccccc3F)c(=O)n2C)n1C
11.3%	CCCCCCCOc1ccc(C(=O)Oc2cncc(Cl)c2)cc1
4.4%	Cc1ccc(OCCCOc2ccc(Cl)cc2/C=N/NC(=O)c2ccccc2)cc1C
29.0%	CCC(C(=O)Nc1ccc2c(c1)CN(Cc1ccccc1Cl)C(=O)C(C)O2)c1ccccc1 (stereo not drawn)
?	FC(F)(F)c1ccc(SCc2nc3ccccc3s2)nc1
?	CC1CCC(NC(=O)c2ccccc2SCC#N)CC1 (stereo not drawn)
-0.3%	CCn1c(SCC(=O)Nc2ccc(C)cc2F)nnc1C(C)NC(=O)c1ccco1 (stereo not drawn)
50.1%[activator]	CSc1ccc(NC(=O)c2nnn3c2COC(c2ccc(C)cc2)C3)cc1 (stereo not drawn)
61.5%[activator]	CCn1cc(CN2CCn3c(nnc3[C@@H]3C[C@@H](O)CN3Cc3cccnc3)C2)c(C)n1
?	CCOCc1cc(C(=O)O)ccc1OC
-2.3%[6.33 µM]	COC(=O)CNC(=O)c1nc(-c2ccc(Cl)nc2)c2ccccn12
-0.5%	CCOc1ccc(NC(=O)NCC2CCOCC2)cc1

Going on with the list:
ALOX12 inh	Molecule
8.0%	CN1C(=O)C(CC(=O)NCC2CCN(Cc3cccc(F)c3)CC2)=C2CCCCC21 (stereo not drawn)
-27.9%	CCc1ccc(/C=N/O)cc1
8.5%	O=C(Cc1ccc(F)cc1)Nc1ccc2ncnc(N3CCCCC3)c2c1
-17.4%	COC(=O)CCOc1ccc(S(=O)(=O)Nc2ccc(OC)c(Cl)c2)cc1
0.6%[176 µM]	NC(=O)c1cc(-c2ccccc2F)cc2c1OCCN2Cc1cccnc1
0.4%	OC(c1ccc2c(c1)CN(Cc1cccn1-c1cccnc1)CCO2)C1CCCCC1 (stereo not drawn)
?	Cc1ccc(S(=O)(=O)NC[C@H]2O[C@@H](CO)[C@@H](O)[C@H]2N2CCCC2)cc1
44.8%[176 µM]	O=C(c1ccccc1)N1CCC2(Cc3ccccc3NC2=O)C1 (stereo not drawn)
?	COc1cc2c(cc1OC)C(C[C@H]1CN(S(=O)(=O)c3ccc(C#N)cc3)CC[C@H]1CC(=O)O)=NCC2
20.2%	O=C(c1ccc(N2CC3CC(C2)[C@H]2CCCC(=O)N2C3)nc1)N1CCC(N2CCCCC2)CC1 (stereo partly drawn)
3.3%[176 µM]	O=C1NC2(CCCN(C(=O)Cc3ccccc3)C2)Oc2ccccc21 (stereo not drawn)
-4.2%	CNC(=O)[C@@H]1CN(C(=O)c2cc(C3CC3)[nH]n2)C[C@H]1c1nc(COC)no1
?	O=C(OCc1ccccc1)N1Cc2ccnnc2CC1c1ccccc1-c1ccc(C(F)(F)F)cc1 (stereo not drawn)
-25.3%	CN1CCN(c2oc(-c3ccccc3)nc2S(=O)(=O)c2ccc3c(c2)OCCO3)CC1
-4.8%	COc1ccc(OC)c(S(=O)(=O)N2C[C@@H](Oc3ccccc3)C[C@H]2C(=O)NC2CC2)c1
